esBAF inh = Bmi1 luciferase reporter increase in mESCs, primary screen, esBAF inhibitor project, mouse ES cells, Bmi1 luciferase knock-in, single point | 24 h; 100% = twice the neutral-well signal | reporter increase, % at 12.5 µM | 350,000 compounds, 2% hits | AID 602393, 2012; in the data active = activation above about 40%;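 note: 0% = median of the plate's neutral control wells and 100% = double that signal; a rise in the Bmi1 reporter signal indicates esBAF inhibition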
CASP6 VEID inh = human caspase-6 inhibitors, primary screen, biochemical, VEID-R110 fluorescence, single point, set 2 | 350,000 compounds, 0.53% hits | inhibition, % at 12.5 µM | AID 686996, 2013 | purified caspase-6, Z-VEID-R110 cleavage fluorescence | P55212;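 active = mean inhibition across replicates at least about 35%, with every replicate also reaching that limit, limit read from the data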;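 note: 0% = median of neutral control wells and 100% = no fluorescence left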
ERp5 block = inhibitors of ERp5-driven insulin aggregation, primary screen, biochemical, turbidity, absorbance 650 nm, single point | 90 min | inhibition, % at 9.99 µM | 350,000 compounds, 0.05% hits;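 active = mean replicate inhibition above about 25%, with every replicate also reaching it, limit read from the data, passing the limit was not always enough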
Target sequence (Q15084 whole entry, looked up): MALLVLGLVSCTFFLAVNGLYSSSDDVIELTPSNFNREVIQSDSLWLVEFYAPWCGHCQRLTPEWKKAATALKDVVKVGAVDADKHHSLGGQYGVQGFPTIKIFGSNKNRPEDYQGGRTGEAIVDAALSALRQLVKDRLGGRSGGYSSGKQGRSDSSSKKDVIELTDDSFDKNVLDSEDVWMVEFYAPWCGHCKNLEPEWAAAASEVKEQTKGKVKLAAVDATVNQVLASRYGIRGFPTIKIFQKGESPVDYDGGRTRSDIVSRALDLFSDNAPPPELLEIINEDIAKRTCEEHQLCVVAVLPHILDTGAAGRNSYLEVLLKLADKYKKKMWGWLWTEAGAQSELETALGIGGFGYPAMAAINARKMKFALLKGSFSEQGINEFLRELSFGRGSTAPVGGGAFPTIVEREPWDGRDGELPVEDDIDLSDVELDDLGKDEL
ARNT TACC3 PPI = disruptors of ARNT/TACC3 protein interaction, primary screen, biochemical, AlphaScreen, single concentration. Transforming acidic coiled-coil-containing protein 3 (Homo sapiens), Q9Y6A5. AlphaScreen His-ARNT PAS-B/GST-TACC3 binding, luminescence; TACC3 fragment carries E629A point mutation. inhibition, % at 9.99 µM. 390,000 compounds, 0.66% hits;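 active = mean inhibition of replicates at least 50% and at least half of replicates each reaching 50%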;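 note: 0% = complete ARNT plus TACC3 wells and 100% = ARNT alone without TACC3; many hits fall short of the cut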
PglD DTNB = C. jejuni PglD acetyltransferase inhibitors, primary screen, biochemical, DTNB colorimetric, single point | purified PglD enzyme, DTNB colorimetric CoA detection | AID 602405, 2012 | 360,000 compounds, 0.098% hits | inhibition, % at 12.5 µM; in the data active = inhibition above about 16%, passing the limit was not always enough; note: strong numbers were not always called active
E-sel inducer = E-selectin induction in HUVECs, primary screen, imaging, HUVEC, immunofluorescence imaging, single point; 260,000 compounds, 0.37% hits; activation, % at 7.58 µM; P16581; normalized: neutral wells 0, TNF-alpha wells 100;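 active = mean E-selectin-positive cell signal at least 10% of the positive control, reached in at least 60% of replicates, without over 20% cell loss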;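 note: in these data hits start at about 27%; measured in HUVEC primary endothelial cells; signal is the percent of cells scored E-selectin positive by PE staining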
Target sequence (P16581 whole entry, looked up): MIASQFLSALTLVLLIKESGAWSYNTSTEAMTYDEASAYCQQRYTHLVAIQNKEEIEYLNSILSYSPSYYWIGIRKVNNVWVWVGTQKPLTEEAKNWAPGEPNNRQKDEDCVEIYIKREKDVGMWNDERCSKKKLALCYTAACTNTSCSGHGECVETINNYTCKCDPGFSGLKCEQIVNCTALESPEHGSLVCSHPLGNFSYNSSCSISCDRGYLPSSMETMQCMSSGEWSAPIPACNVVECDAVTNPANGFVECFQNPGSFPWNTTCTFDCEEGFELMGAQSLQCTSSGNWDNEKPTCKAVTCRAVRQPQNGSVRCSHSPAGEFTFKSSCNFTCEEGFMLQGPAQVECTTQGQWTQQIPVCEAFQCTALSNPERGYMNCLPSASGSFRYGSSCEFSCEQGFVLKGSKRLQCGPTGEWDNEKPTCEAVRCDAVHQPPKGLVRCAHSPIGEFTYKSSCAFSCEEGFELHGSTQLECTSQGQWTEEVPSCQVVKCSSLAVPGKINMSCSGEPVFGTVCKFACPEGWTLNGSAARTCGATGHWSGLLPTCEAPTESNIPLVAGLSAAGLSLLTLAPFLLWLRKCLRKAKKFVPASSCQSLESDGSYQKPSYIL
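Assay system: HUVEC, human umbilical vein endothelial cells / Amount: 3,000 HUVEC/well / Controls: TNF-alpha positive control, DMSO neutral control / Compound dosing: single concentration / Medium: EGM-2 over gelatin coat / Evaluation: percent E-selectin-positive cells / Signal: immunofluorescence imaging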
RAD52 anneal inh = RAD52 DNA annealing inhibitors, primary screen, biochemical, FRET, single point, set 2; recombinant RAD52 DNA annealing, FRET fluorescence; AID 651710, 2012; 360,000 compounds, 0.46% hits; inhibition, % at 18.7 µM;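 active = every replicate showing at least 50% inhibition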
RAD54 branch = inhibitors of human RAD54 branch migration, primary screen, biochemical, fluorescence, single point. DNA repair and recombination protein RAD54-like (Homo sapiens), Q92698. RAD54 Holliday junction branch migration, FAM/BHQ fluorescence. inhibition, % at 10.4 µM. 360,000 compounds, 0.14% hits;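 active = mean normalized replicate activity at least 40 and at least half of replicates scoring 40 or more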;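 note: 0% = median of neutral control wells and 100% = median of positive control wells; inhibitors cause a drop in the FAM fluorescence signal; in these data hits start at about 50%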
* marks the source's active call; other numbers are inactive results; nt = no result given.

Sample of the layout:
SMILES	esBAF inh	CASP6 VEID inh	ERp5 block	ARNT TACC3 PPI	PglD DTNB	E-sel inducer	RAD52 anneal inh	RAD54 branch
COCC#Cc1cnc2c(c1)C(=O)N([C@H](C)CO)C[C@H](C)[C@@H](CN(C)S(=O)(=O)c1cn(C)cn1)O2	4.6	2.7	-1.8	-3.0	1.0	0.3	3.1	7.5
CN(C)[C@H]1CCN([C@H]2CS(=O)(=O)N[C@@H]2COCc2ccccc2)C1	-0.6	-19.4	3.6	nt	-1.4	0.1	-18.2	-1.4
COc1cc(NC(C)=O)ccc1-c1cc2ccccc2oc1=O	nt	1.7	-1.7	-2.1	nt	12.0	-19.4	nt
Cc1cc(NC(=O)CN(C)S(=O)(=O)c2cccc(Cl)c2)no1	nt	1.9	0.8	0.9	nt	12.8	-3.5	nt
CC(C)Cc1c2c([nH]c(=S)c1C#N)CCCC2	-4.9	nt	nt	0.1	0.1	0.0	nt	-1.9

Results, repeating the preview:
SMILES	esBAF inh	CASP6 VEID inh	ERp5 block	ARNT TACC3 PPI	PglD DTNB	E-sel inducer	RAD52 anneal inh	RAD54 branch
COCC#Cc1cnc2c(c1)C(=O)N([C@H](C)CO)C[C@H](C)[C@@H](CN(C)S(=O)(=O)c1cn(C)cn1)O2	4.6	2.7	-1.8	-3.0	1.0	0.3	3.1	7.5
CN(C)[C@H]1CCN([C@H]2CS(=O)(=O)N[C@@H]2COCc2ccccc2)C1	-0.6	-19.4	3.6	nt	-1.4	0.1	-18.2	-1.4
COc1cc(NC(C)=O)ccc1-c1cc2ccccc2oc1=O	nt	1.7	-1.7	-2.1	nt	12.0	-19.4	nt
Cc1cc(NC(=O)CN(C)S(=O)(=O)c2cccc(Cl)c2)no1	nt	1.9	0.8	0.9	nt	12.8	-3.5	nt
CC(C)Cc1c2c([nH]c(=S)c1C#N)CCCC2	-4.9	nt	nt	0.1	0.1	0.0	nt	-1.9
CC(=O)NC(Cc1ccc(C(C)C)cc1)C(=O)NC1CCN(C(=O)c2cccc(C)c2)CC1 (centres undefined)	-2.3	-4.6	2.1	-8.2	-2.3	0.8	-2.8	-13.9
COc1ccc(CNC(=O)COC(=O)CNC(=O)c2sc3ccccc3c2Cl)cc1OC	-3.2	-3.6	5.2	-0.7	0.1	nt	-7.4	-4.5
COc1cc(C(N)=O)ccc1OCc1ccccc1	14.4	nt	nt	-0.3	3.4	nt	nt	1.0
Nc1nc2c(ncn2[C@@H]2O[C@H](C(=O)NCC(F)(F)F)[C@@H](O)[C@H]2O)c(=O)[nH]1	nt	-1.2	6.3	nt	nt	0.0	-2.7	nt
Cc1nc2ccc(NC(=S)NCc3ccccc3)cc2nc1C	41.3*	0.5	-2.1	6.5	4.9	nt	-2.9	9.5
CO[C@@H]1CN(C)C(=O)c2cc(NC(C)=O)ccc2OC[C@H](C)N(CCc2ccccc2)C[C@H]1C	-1.2	-1.1	14.9	2.5	0.5	0.8	-4.9	-0.7
CCc1nc2ccc(C(=O)N3CCN(C(C)=O)CC3)cn2c1N(C)C(=O)c1cccc(OC)c1	-1.1	-1.7	3.9	nt	3.4	-0.2	-10.4	10.3
COc1ccc(C(=O)N2CCN(Cc3ccc(OC)c(OC)c3)CC2)cc1	2.4	2.8	3.6	-1.6	-6.6	nt	-2.8	-0.5
COc1ccc(Cl)cc1S(=O)(=O)NC(C)C(=O)NCCCn1ccnc1 (centres undefined)	2.0	-28.3	-4.2	4.9	3.9	nt	-6.6	3.5
O=C(NCc1nc2ncc(Br)cc2[nH]1)c1ccccc1	22.5	nt	nt	-9.6	-1.2	nt	nt	-9.7
COc1ccc(N2CCN(CC(O)COC(c3ccccc3)c3ccccc3)CC2)cc1 (centres undefined)	0.7	1.0	-1.5	14.7	1.8	nt	-9.4	-4.1
COc1ccc2c3c([nH]c2c1)[C@@H](CO)N(C(=O)c1cccc(F)c1)CC31CN(C(=O)CC2CC2)C1	nt	-0.7	-3.2	nt	nt	-0.1	2.3	nt
O=C(O)c1ccc2c(=O)[nH]c(CN3CCOCC3)nc2c1	-6.6	nt	nt	-9.2	-3.5	nt	nt	0.8
CCOc1ccc(CCNC(=O)COC(=O)CNS(=O)(=O)c2ccc(C)cc2)cc1OCC	-3.0	2.0	4.9	1.7	-10.8	0.1	-8.7	-1.1
CCCn1c(SCC(=O)NC2CCCc3ccccc32)n[nH]c1=O (centres undefined)	nt	1.2	3.9	-4.6	nt	nt	-6.3	nt
C[C@@H]1[C@H]2CCCC[C@H]2CN(C(=O)OC(C)(C)C)[C@@H]1c1cn(Cc2ccccc2)c2ccc(F)cc12	-7.5	0.2	16.4	-7.2	-3.5	1.2	-3.2	0.4
N#CC(C#N)=C1NC2(CCCC2)Cc2ccccc21	nt	2.8	1.7	8.2	1.2	nt	-11.1	-0.1
CN1C(=O)[C@@H]2[C@H](C1=O)[C@@H]1C(=O)Nc3ccccc3C(=O)N1[C@@H]2c1ccc(F)cc1	-3.3	7.8	0.1	0.1	3.1	0.0	-21.7	0.9
CCc1nc2ccc(C(=O)NCCN3CCNC3=O)cn2c1N(CCC(C)C)CCN(C)C	-0.7	-12.2	-2.4	nt	-5.2	0.2	-9.8	2.4
CN(C)CCC1CCN(c2cc(C#N)c(C#N)cc2[N+](=O)[O-])CC1	-9.8	0.8	2.9	1.9	-3.4	-0.3	-10.8	7.2
C=CCn1c(SCC(=O)N2CCN(CCO)CC2)nc2sc3c(c2c1=O)CCC3	nt	3.2	0.8	-0.3	nt	nt	-4.9	12.7
CCC(C)c1ccc2oc(-c3ccc(NC(=O)Cn4cnc5c(=O)n(C)c(=O)n(C)c54)cc3)nc2c1 (centres undefined)	14.9	nt	nt	-4.9	4.0	nt	nt	-6.3
CCNCc1cc(Cl)c(OCc2ccccc2)c(OCC)c1	nt	-8.4	3.8	-4.1	nt	nt	4.2	nt
Cc1nnc(SCC(=O)N2CCOCC2)s1	-7.3	4.2	0.2	-2.3	1.4	nt	-12.8	-11.1
C=CCNC(=O)[C@H]1[C@@H]2C(=O)O[C@@H](c3ccccc3)[C@@H](c3ccccc3)N2[C@@H](c2ccccc2OCCO)[C@]12C(=O)N(C(=O)OCCOC)c1ccc(C#Cc3ccc(OC)cc3)cc12	nt	0.2	-7.6	2.8	-0.5	nt	-0.1	5.2
COc1ccccc1/C=C/C(=O)N1CCC(c2ccccc2)C1 (centres undefined)	nt	-1.1	-6.9	-12.8	nt	0.7	-6.1	nt
CC1(C)C(=O)Nc2ccccc2N1C(=O)CSc1nnc2ccccn12	nt	26.7	2.7	-7.3	35.4*	-0.1	-4.2	-10.2
Cc1noc(C)c1-c1ccc(C(=O)Nc2ccc(C(C)C)cc2)c2occc12	-4.1	2.2	1.1	nt	-0.5	0.9	-6.6	-17.5
CCN(CC)C(=O)[C@H]1CC(CC(=O)NCCCOC)C(=O)N2CCc3c([nH]c4ccccc34)[C@]12C (some centres undefined)	-8.6	2.5	2.6	-4.4	4.4	0.0	3.2	-2.3
CCOc1ccc(C2/C(=C(\O)c3ccc4c(c3)OCCO4)C(=O)C(=O)N2CCCN2CCOCC2)cc1 (centres undefined)	1.0	1.6	5.3	-2.4	-4.0	-0.2	-8.9	-8.0
COc1ccc2c(c1)O[C@H](c1ccc3c(c1)OCO3)[C@@H](O)C2=O	26.5	nt	nt	-5.5	-4.0	nt	nt	4.2
Cn1c(=O)n(C)c2cc(S(=O)(=O)NCc3ccccc3)ccc21	-4.4	nt	nt	-0.1	-0.8	nt	nt	-0.8
Fc1ccc(CNc2nc(-c3ccccc3)nc3ccccc23)cc1	nt	-0.1	-5.6	2.6	nt	nt	-27.8	nt
CCCC(=O)Nc1ccc2c(c1)C(=O)N(C)[C@@H]1CC[C@H](CC(=O)NCc3ccccc3Cl)O[C@H]1CO2	-3.6	0.3	-0.6	5.0	1.9	0.3	-11.1	-1.3
C[C@H]1CN([C@@H](C)CO)C(=O)c2cccc(NC(=O)C3CC3)c2O[C@H]1CN(C)Cc1ccc2c(c1)OCO2	-9.5	6.4	-3.9	nt	0.6	-0.5	11.3	-11.3
C[C@@H]1CN([C@H](C)CO)C(=O)Cc2cc(NS(=O)(=O)c3ccccc3)ccc2O[C@@H]1CN(C)S(=O)(=O)c1cn(C)cn1	0.6	nt	4.5	-5.2	1.7	-2.7	-0.7	-5.7
O=C(C[C@H]1CC[C@@H]2[C@H](COC[C@@H](O)CN2C(=O)Nc2ccc(F)cc2)O1)NCc1ccncn1	1.7	2.3	-0.2	1.2	1.4	-0.1	-4.8	-1.5
O=C(COC(=O)/C=C/c1cccs1)Nc1ccccc1Cl	nt	1.6	-2.9	2.1	nt	nt	0.6	nt
O=C(Nc1ccccc1N1CCOCC1)c1ccc([N+](=O)[O-])s1	7.7	-1.1	-0.2	7.9	0.1	2.0	10.5	-2.4
CCOC(=O)c1c(-c2ccc(C)cc2)csc1NC(=S)NC(=O)c1ccccc1	-2.9	nt	nt	-2.8	-1.4	nt	nt	12.1
COc1ccc2oc(C(=O)OCC(=O)NCCc3ccccc3)c(C)c2c1	3.4	-0.3	-3.7	-1.0	-1.1	-1.2	-26.7	4.7
CN(C)c1nnnn1Cc1ccccc1	nt	-0.3	-3.7	-3.4	nt	nt	-9.2	nt
COC(=O)c1ccccc1-n1c(CCC(=O)O)ccc1-c1ccccc1	-4.2	3.6	5.1	-0.3	-3.7	nt	-33.9	-8.4
Cc1nc2sc(C(c3ccc(Cl)cc3)N3CCN(c4ccccc4F)CC3)c(O)n2n1 (centres undefined)	-4.7	nt	nt	5.0	-3.1	nt	nt	-10.2
CC(NC(=O)[C@H](C)NC(=O)c1ccco1)c1ccc(S(N)(=O)=O)cc1 (some centres undefined)	-6.2	2.1	2.4	-3.6	-2.0	nt	-9.8	0.9
Cc1noc(C)c1NC(=O)N[C@H]1C=C[C@H](CC(=O)N2CCCCC2)O[C@H]1CO	3.9	-2.1	-8.7	-7.6	-0.6	-0.3	-0.2	7.4
CSc1ccc(CN2CCCCCC2)cc1	0.2	-13.6	1.6	0.2	5.9	4.4	-17.1	-2.4
NC(=O)c1ccccc1NC(=O)c1ccc2c(c1)OCO2	37.7	-0.6	-0.2	-8.5	-1.4	nt	-3.7	-6.8
Cn1cnc(S(=O)(=O)N[C@@H]2CC[C@@H](CC(=O)Nc3ccccc3)O[C@H]2CO)c1	4.7	-1.8	1.7	-9.7	13.8	0.2	-13.3	-7.1
CC(C)Nc1ncnc2c1ncn2[C@H]1CN(Cc2ccc(F)cc2)C[C@@H](CO)O1	-9.7	-1.4	-3.0	nt	-2.6	0.2	0.6	9.4
COc1ccc(S(=O)(=O)Cc2ccc(C(=O)NCCc3cc(OC)ccc3OC)o2)cc1	nt	-0.6	0.9	0.6	nt	-0.4	-13.2	nt
CCC(=O)N(Cc1ccco1)Cc1cc2cc3c(cc2[nH]c1=O)OCO3	nt	-1.6	3.5	2.6	nt	4.7	-16.1	nt
Cc1ccc(NC(=S)c2ccncc2)cc1	20.9	1.8	-3.1	nt	-3.5	nt	0.7	-2.6
COc1ccc(C)cc1NC(=O)CN1C(=O)COc2ccc(C)cc21	-1.2	1.6	-1.4	nt	-0.6	0.0	-11.7	-1.5
O=C(N[C@H](CO)c1ccccc1)[C@H]1O[C@@H](n2ccc(=O)[nH]c2=O)[C@H](O)[C@@H]1O	11.6	0.9	2.3	nt	4.1	3.7	2.5	-0.7
